CHRM4 antagonist = blocks acetylcholine activation of human M4 receptor; P08173; CHO-hM4 cells, ACh EC80, Fluo-8 calcium fluorescence; inhibition, % at 3 µM; actives 0.73% (n = 360,000);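 active = inhibition above its plate's cutoff, the mean inhibition of sample wells plus 3 SD, cut at about 27% in these data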;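 also: 0% = acetylcholine EC80 with DMSO and 100% = DMSO without agonist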
Target sequence (P08173 whole entry, looked up): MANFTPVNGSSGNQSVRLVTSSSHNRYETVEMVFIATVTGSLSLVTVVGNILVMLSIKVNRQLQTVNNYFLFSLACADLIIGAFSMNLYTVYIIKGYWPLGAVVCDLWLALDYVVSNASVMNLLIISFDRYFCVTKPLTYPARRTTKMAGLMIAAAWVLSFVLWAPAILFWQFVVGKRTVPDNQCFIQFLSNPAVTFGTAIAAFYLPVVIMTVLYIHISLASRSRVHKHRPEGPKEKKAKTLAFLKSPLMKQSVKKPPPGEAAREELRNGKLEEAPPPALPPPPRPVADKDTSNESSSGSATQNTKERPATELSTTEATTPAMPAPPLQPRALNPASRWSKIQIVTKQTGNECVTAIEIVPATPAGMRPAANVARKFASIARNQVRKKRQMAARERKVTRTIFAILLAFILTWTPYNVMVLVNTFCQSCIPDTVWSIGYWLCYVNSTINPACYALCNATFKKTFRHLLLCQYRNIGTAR
M1 PAM = human CHRM1 positive allosteric modulation; activation, % at 3 µM; AID 588819; P11229; CHO-K1 hM1, Fluo-8 calcium fluorescence, ACh EC20; 0% = ACh EC20, 100% = maximal ACh; actives 0.088% (n = 360,000); in the data active = activation above about 19%, passing the limit was not always enough
Target sequence (P11229 whole entry, looked up): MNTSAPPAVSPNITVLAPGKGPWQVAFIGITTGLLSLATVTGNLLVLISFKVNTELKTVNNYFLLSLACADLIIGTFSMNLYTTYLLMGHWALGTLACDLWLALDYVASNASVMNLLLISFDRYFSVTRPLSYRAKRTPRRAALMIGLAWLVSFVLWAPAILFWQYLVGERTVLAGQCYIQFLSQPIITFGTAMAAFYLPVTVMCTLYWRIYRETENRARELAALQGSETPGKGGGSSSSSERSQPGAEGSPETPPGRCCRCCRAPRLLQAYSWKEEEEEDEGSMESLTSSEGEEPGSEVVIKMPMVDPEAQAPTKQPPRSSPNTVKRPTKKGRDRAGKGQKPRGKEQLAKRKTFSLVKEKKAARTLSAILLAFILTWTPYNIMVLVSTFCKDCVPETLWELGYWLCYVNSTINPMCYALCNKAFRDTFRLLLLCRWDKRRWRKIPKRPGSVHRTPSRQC
CRFR2-BP ag = CRF-BP/CRF-R2 complex agonism. actives 0.46% (n = 350,000). activation, % at 13.2 µM. HEK293 CRF-R2/CRF-BP, calcium dye fluorescence (FLIPR); percent of saturating CRF peptide response;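 active = activation of at least 50%, plus an integration ratio under a set limit after plate pattern correction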;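 also: plate controls were neutral control wells without compound for no effect and CRF at EC100 for full effect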
M5 PAM = potentiates acetylcholine response at human M5 receptor | P08912 | CHO-K1 hM5, Fluo-8 calcium, ACh EC20 PAM; 0% = ACh EC20, 100% = ACh EC100 | activation, % at 3 µM | actives 0.3% (n = 360,000);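 active = activation above the run cutoff, the mean activation of all test compounds plus 3 SD, cut at about 18% in these data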
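Replicates: One well per compound, no replicates | System: Human M5 receptor in CHO-K1 cells | Benchmarks: Low control EC20 acetylcholine (0%), high control EC100 acetylcholine (100%) | Probe or stimulus: Acetylcholine, EC20 level | Times: Fluo-8 loading 80 min at 37 °C plus 30 min room temperature | Signal: Intracellular calcium via Fluo-8 fluorescence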
CHRM5 antagonist = blocks acetylcholine activation of human M5 receptor; actives 0.59% (n = 360,000); inhibition, % at 3 µM; AID 624040; CHO-hM5 cells, Fluo-8 calcium fluorescence, ACh EC80;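 active = inhibition above a per-plate cutoff, the mean of that plate's test compounds plus 3 SD, cut at about 27% in these data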;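 also: 0% = acetylcholine EC80 with DMSO and 100% = DMSO without agonist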
M4 PAM = CHRM4 positive allosteric modulation; activation, % at 3 µM; AID 624126; actives 0.4% (n = 360,000); CHO-K1 hM4/Gqi5, Fluo-8 calcium fluorescence, ACh EC20; 0% = ACh EC20, 100% = maximal ACh; P08173;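 active = activation above its plate's cutoff, the mean activation of sample wells plus 3 SD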; also: some results filed as inactive read as strong as hits
CHRM4 agonist = agonists of human muscarinic M4 receptor (CHRM4) | P08173 | CHO-K1 hM4/Gqi5, Fluo-8 calcium fluorescence; vehicle 0%, full acetylcholine response 100% | activation, % at 3 µM | actives 0.14% (n = 360,000) | AID 624127;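 active = activation above the run mean over all test wells plus 3 SD, cut at about 32% in these data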;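 also: peak over basal fluorescence ratio per well then scaled between controls; 0% = DMSO wells and 100% = acetylcholine at EC100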
CRFBP-R2 block = blocks CRF-induced signaling of the CRF-BP/CRF-R2 complex; actives 0.59% (n = 350,000); HEK293 CRF-R2/CRF-BP, CRF-induced calcium fluorescence; AID 588475; inhibition, % at 11.8 µM;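 active = inhibition of the ligand-induced calcium signal above about 50% at the single tested concentration, limit read from the data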
CHRM5 agonist = agonists of human muscarinic M5 receptor (CHRM5). activation, % at 3 µM. AID 624037. actives 0.19% (n = 360,000). CHO-K1 hM5 cells, Fluo-8 calcium fluorescence; 0% DMSO wells, 100% maximal acetylcholine response;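 active = activation above the run's mean over test compounds plus 3 SD, cut at about 23% in these data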;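 also: signal is peak over basal fluorescence ratio across the kinetic read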
Active calls of the source: *; nt = no result given.

SMILES	CHRM4 antagonist	M1 PAM	CRFR2-BP ag	M5 PAM	CHRM5 antagonist	M4 PAM	CHRM4 agonist	CRFBP-R2 block	CHRM5 agonist
C[C@H](NC(=O)/C=C/[C@H]1O[C@@H](n2ccc(=O)[nH]c2=O)[C@H](O)[C@@H]1O)C(=O)O	-3	-1	nt	-4	9	-1	0	nt	0
CC(C)c1nnc(NC(=O)c2ccc(N3C(=O)CCC3=O)cc2)s1	-18	6	0.8	-6	0	-1	1	13	1
COc1ccc2nc(NC(=O)c3ccc4ncsc4c3)sc2c1	-27	4	1.2	-11	0	-4	25	-10	9
CCc1nc(SCCO)c2oc3ccccc3c2n1	-6	-1	0.1	-1	0	-2	1	4	-3
CCOC(=O)c1cc(-c2cccc(C(F)(F)F)c2)nc2nc(SC)[nH]c(=O)c12	-2	8	-0.4	-8	2	-6	3	20	1
O=C(Cn1nnc(-c2ccccc2-n2cnnn2)n1)NCc1ccccc1	5	-2	1.6	-6	5	3	2	-6	3
CCCOc1ccc(NC(=O)CC2C(=O)N(CC)C(=S)N2CCNC(C)=O)cc1 (stereo not given)	-5	11	-1.5	1	3	2	2	-13	0
CCC1(c2ccccc2)NC(=O)N(CC(=O)Nc2cc(C(F)(F)F)ccc2N2CCCC2)C1=O (stereo not given)	-9	2	-0.5	1	1	3	3	-24	3
N#Cc1ccc(COC(=O)c2cnc3ccccc3n2)cc1	10	-7	-4.2	-3	16	-8	0	9	-1
COC(=O)c1cnc(SC)nc1C	4	-3	-0.6	-4	2	-4	0	0	-3
Cc1ccc(NC(=O)CNc2cccc(S(=O)(=O)N3CCCC3)c2)cc1F	-11	-4	-1.2	-9	5	3	13	-10	3
O=C(CCC1CCCCC1)Nc1nnc(C(F)(F)F)s1	0	5	1.1	-1	5	-1	2	-18	1
CC(=O)N(C)C1(c2nnnn2CCOC(=O)Nc2cccc3ccccc23)CCCC1	11	3	-1.8	3	-7	3	1	-15	-1
O=C1CC(Nc2ccc(N3CCOCC3)cc2)C(=O)N1C1CCCCC1 (stereo not given)	1	1	1.8	-1	1	5	1	17	2
Cc1cccc(Nc2c([N+](=O)[O-])cc(C(=O)N3CC(=O)Nc4ccccc43)cc2[N+](=O)[O-])c1	-2	11	0.5	-6	10	-4	2	6	-5
Cc1onc(-c2ccccc2)c1C(=O)N[C@@H]1C(=O)N2C1SC(C)(C)[C@@H]2C(=O)O (stereo not given in full)	-2	12	-2.2	-1	-3	2	1	-29	2
CCn1nc(C)c(CN2CCCC(CO)(Cc3ccccc3)C2)c1C (stereo not given)	7	2	2.6	6	-8	-10	0	-5	-15
COc1ccc(/C=C/C(=O)NC(C)CCc2ccccc2)cc1 (stereo not given)	-1	4	1.3	-4	7	0	0	26	-4
COC(=O)/C(C#N)=C1/C=Cc2ccccc2N1	-9	-18	0.2	-6	17	-9	2	0	-10
COc1ccc(CNC(=O)CCN2C(=O)c3ccccc3C2=O)cc1	-17	13	-3.6	0	4	8	1	18	-3

The list goes on; the last 2 above are carried over.
SMILES	CHRM4 antagonist	M1 PAM	CRFR2-BP ag	M5 PAM	CHRM5 antagonist	M4 PAM	CHRM4 agonist	CRFBP-R2 block	CHRM5 agonist
COC(=O)/C(C#N)=C1/C=Cc2ccccc2N1	-9	-18	0.2	-6	17	-9	2	0	-10
COc1ccc(CNC(=O)CCN2C(=O)c3ccccc3C2=O)cc1	-17	13	-3.6	0	4	8	1	18	-3
O=C(/C=C/c1ccccc1)Oc1cccc(C(=S)N2CCOCC2)c1	-13	11	1.3	7	-13	-4	8	0	1
CCOC(=O)C1=CCN(S(=O)(=O)c2ccc(C)cc2)C1c1ccccc1 (stereo not given)	-4	0	nt	-1	2	-5	1	nt	-3
Cc1ccc(NC(=O)Nc2ccc(Cl)cn2)cc1	-5	7	1.3	-7	-2	-2	0	-40	0
COc1cc(CN(C(=S)NCC(=O)NC2CCCC2)C2CCCC2)cc(OC)c1OC	6	4	-1.7	0	-3	-1	0	16	-2
O=C(CCn1c(=O)[nH]c2ccsc2c1=O)N(CCc1ccccc1)Cc1ccccc1	-6	-6	1.4	-37	3	-14	10	-36	-3
COc1ccc2c(c1)[n+](=O)c(C(C)=O)c(C)n2[O-]	-3	2	0.1	6	-6	2	1	4	0
Cc1ccc(/C=C/C(=O)Nc2ccncc2)o1	-4	5	-0.3	-3	6	4	0	4	-1
FC(F)(F)c1cccc(N2CCN(C(=S)NC3CCCCC3)CC2)c1	-1	-21	1.0	-9	7	-14	7	-26	-4
COc1ccccc1CNC(=O)[C@H](NC(=O)C1CCN(C(=O)[C@@H](N)CCSC)CC1)C(C)C	-18	5	-0.4	-4	7	3	0	-5	1
Cc1ccc(C)c(NC(=O)c2ccc[n+](Cc3ccc([N+](=O)[O-])cc3)c2)c1	-3	10	-1.9	-1	5	12	0	3	-6
S=C(NCCSCc1ccccc1Cl)Nc1ccccc1	10	-2	3.2	-13	2	-8	9	2	1
NS(=O)(=O)c1cccc(NC(=O)CN2CCC(Cc3ccccc3)CC2)c1	-8	7	-1.5	8	2	3	3	-4	-4
COc1cccc(-c2c(C(=O)N/N=C/C3CC=CCC3)nnn2-c2nonc2N)c1 (stereo not given)	-5	13	2.4	7	5	9	4	4	1
COc1ccccc1CNC(=O)COC(=O)Cc1cccs1	1	6	-3.4	9	1	2	0	11	5
CNC[C@@H]1Oc2c(NS(C)(=O)=O)cccc2C(=O)N([C@@H](C)CO)C[C@H]1C	-9	1	0.1	-4	13	-1	1	0	1
N#Cc1c(N)nc2c(c1-c1cccnc1)CCCCC2	-7	-5	0.2	-1	6	4	0	-11	-6
CCOc1ccccc1C(=O)NCC(=O)OCC(=O)N1C(C)CCCC1C (stereo not given)	-11	1	0.4	3	-7	3	3	-5	-6
CCOc1ccc(NCc2nnc(SCc3ccccc3Cl)n2-c2ccccc2)cc1	-1	12	0.3	-1	-1	1	-1	-13	-2
CCC(=O)NC(c1cccc([N+](=O)[O-])c1)c1c(OC(C)=O)ccc2ccccc12 (stereo not given)	0	8	-0.7	2	1	-1	0	-6	-3
CCc1nn(C(C)C(=O)N2CCc3ccccc3C2)c(=O)c2cc3occc3n12 (stereo not given)	4	-3	-3.1	3	-2	-1	0	2	-5

Arranged by formula weight (rising): some entries from above.
SMILES	CHRM4 antagonist	M1 PAM	CRFR2-BP ag	M5 PAM	CHRM5 antagonist	M4 PAM	CHRM4 agonist	CRFBP-R2 block	CHRM5 agonist
C[C@H](NC(=O)/C=C/[C@H]1O[C@@H](n2ccc(=O)[nH]c2=O)[C@H](O)[C@@H]1O)C(=O)O	-3	-1	nt	-4	9	-1	0	nt	0
CCCOc1ccc(NC(=O)CC2C(=O)N(CC)C(=S)N2CCNC(C)=O)cc1 (stereo not given)	-5	11	-1.5	1	3	2	2	-13	0
Cc1cccc(Nc2c([N+](=O)[O-])cc(C(=O)N3CC(=O)Nc4ccccc43)cc2[N+](=O)[O-])c1	-2	11	0.5	-6	10	-4	2	6	-5
COc1cc(CN(C(=S)NCC(=O)NC2CCCC2)C2CCCC2)cc(OC)c1OC	6	4	-1.7	0	-3	-1	0	16	-2

(next part)
SMILES	CHRM4 antagonist	M1 PAM	CRFR2-BP ag	M5 PAM	CHRM5 antagonist	M4 PAM	CHRM4 agonist	CRFBP-R2 block	CHRM5 agonist
CCOC(=O)c1c(C)[nH]c(C(=O)CN2C(=O)C(=O)N(CC(C)C)C2=O)c1C	-6	1	-0.5	-11	-22	-1	7	-15	0
COc1ccc(CC(=O)NCc2cccs2)cc1OC	-5	8	-3.2	5	-5	3	0	1	-1
CC(=O)Oc1ccc(Cn2c(C)c(C(=O)NC3CC3)sc2=O)cc1	9	6	nt	-1	-4	-3	2	nt	2
O=C(CN1C(=O)/C(=C\c2ccc(C(F)(F)F)cc2)Sc2ccccc21)NCc1ccco1	15	-3	1.2	-17	18	-14	10	11	-2
CC1=Nc2cc(C(=O)NCCCN3CCOCC3)ccc2Sc2c(C)ccc(C)c21	-3	-15	-0.2	-4	6	-5	-1	0	-8
CCN(CC)C(=O)c1nc[nH]c1C(=O)N1CCN(C(=O)OC(C)(C)C)CC1	-1	3	-0.9	14	-5	4	1	1	1
Cc1ccc2cc(CNC(C)(C)C)c(=O)[nH]c2c1	14	13	0.7	10	-11	2	1	4	0
CCOC(=O)c1cc(C#N)c(SCC(N)=O)[nH]c1=O	-9	-2	10	-14	6	-7	0	1	-2
CCOC(=O)C(Cc1c[nH]c2ccccc12)NC(=O)CNC(C)=O (stereo not given)	11	3	2.2	2	-3	-3	0	4	0
Cc1ccc(Nc2nnc(SCn3nnc4ccccc4c3=O)s2)cc1	1	-2	-1.2	-10	-8	-7	6	1	-7
O=C(Nc1ccc(F)cc1)C1CCN(S(=O)(=O)c2ccc3[nH]c(=O)oc3c2)CC1	4	3	1.1	-5	6	5	1	8	-3
O=C(Nc1cccc(C(=O)N2CCOCC2)c1)C1CCCCC1	-1	nt	nt	3	-7	5	0	nt	2
Cc1ccc(C(=O)c2c[nH]c3c(F)cc(F)cc3c2=O)cc1	4	-4	-0.6	0	2	-6	0	5	1
Cc1cc(C(=O)Nc2ccc(Nc3ccccc3)cc2)ccc1[N+](=O)[O-]	-6	-2	2.6	-1	-3	-7	3	-1	2
NCC1OC(n2cnc3c(N)ncnc32)CC1O (stereo not given)	-1	4	0.5	9	3	3	0	4	2
Nc1nc(SCc2c(F)cccc2Cl)[nH]c(=O)c1-c1ccccc1	-4	3	-2.8	5	-5	17	-1	-22	-4
C/C(=N\O)c1ccc2c3c([nH]c2c1)CCCC3	-6	8	3.7	0	-3	5	2	-4	2
CN1CCN(c2ncnc3c2ncn3[C@H]2CN(Cc3ccncc3)C[C@@H](CO)O2)CC1	-6	17	nt	0	1	0	1	nt	0
COCCN(Cc1nc(-c2ccc(C(F)(F)F)cc2)no1)C(C)C	6	10	-1.4	-2	2	-3	1	7	-3
CC1=NNC(=O)C1CCC(=O)N/N=C/c1c(Cl)cccc1Cl (stereo not given)	5	11	-1.3	-7	2	1	-1	-7	-2
CC(=O)N1CCc2cc(S(=O)(=O)NCCC(=O)NC3CCN(Cc4ccccc4)CC3)ccc21	2	-8	-5.4	-16	11	-9	1	-4	-7
O=C(NCCc1ccco1)c1cc(COc2cccc(C(F)(F)F)c2)on1	-8	-5	0.0	-10	13	-1	2	10	-6
O=C(c1ccc([N+](=O)[O-])o1)N1CCN(c2nc3c(F)cc(F)cc3s2)CC1	-5	-6	-0.4	0	0	0	2	13	-3
CCCCCCN1C(=O)CC(NC(=O)OCC2c3ccccc3-c3ccccc32)C/C=C\C1C(C)C (stereo not given)	-15	1	4.6	-1	-3	3	0	-12	-1
CC(=O)Nc1ccc(S(=O)(=O)Oc2cccc(N3C(=O)C4CCCCC4C3=O)c2)cc1 (stereo not given)	7	-10	-1.6	-17	11	-15	20	11	8
O=C(c1ccco1)N1CCN(C(=O)c2[nH]c(C(F)(F)F)nc2-c2ccccc2)CC1	-8	2	nt	-6	4	-1	1	nt	2
COc1ccc(NC(=O)C2c3cc(OC)c(OC)cc3C(=O)N(C)C2c2cccnc2)cc1OC (stereo not given)	-10	7	0.6	5	-5	7	1	0	-1
O=C(c1ccccc1)c1ccc2c(c1)OCCOCCOCCOCCO2	18	-8	1.3	-25	14	-19	20	4	2
O=C(OCCN1CCCCC1)c1ccc(Cl)cc1	1	-1	3.4	3	-3	7	1	3	-8
FC(F)(F)c1cnc(Sc2nnc(-c3cccs3)n2CC2CCCO2)c(Cl)c1 (stereo not given)	-7	1	0.8	2	-5	4	8	23	1
